FLuc stim CS – FLuc activators, initial screening, artefact control for FLuc-dependent activation tests, biochemical, ATPlite luminescence | Luciferin 4-monooxygenase (Photinus pyralis), P08659 | ATPlite luciferase biochemical, 10 min; 0 = ATP-free wells, 1 = DMSO control | activation factor at 10 µM | 200,000 tested, under 10 active | AID 1027, 2008;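 active = luciferase activation factor, scaled between plate controls, of at least 2 with compound at 10 µM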
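System: cell-free luciferase reagent; medium: PBS as buffer for the ATP substrate; doses: test compounds dosed from 2 mM stocks in 100% DMSO; incubation: 10 min, room temperature; measured by: luminescence from luciferase reaction; read-out: luciferase activation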
NF-kB neuron act – activators of NF-kB expression in neurons, primary screen, cell-based, HTS | human neuronal cells, NF-kB reporter expression; stronger effect = higher value | fold change at 12.5 µM | 190,000 tested, 1.6% active | AID 1239, 2008; in the data active = fold change above about 3.3
PMI act hi M6P – human PMI activators, high substrate, primary screen, biochemical, fluorescence intensity, near-saturating mannose 6-phosphate; 190,000 tested, 0.34% active; activation factor at 20 µM; coupled PMI enzyme assay, resazurin fluorescence, 20 min; stronger effect = higher value; 1 = untreated enzyme, 0 = substrate-free blank; Mannose-6-phosphate isomerase (Homo sapiens), P34949; AID 1216, 2008;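 active = activation factor of 2 or more at 20 µM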
Target sequence (P34949 whole entry, looked up): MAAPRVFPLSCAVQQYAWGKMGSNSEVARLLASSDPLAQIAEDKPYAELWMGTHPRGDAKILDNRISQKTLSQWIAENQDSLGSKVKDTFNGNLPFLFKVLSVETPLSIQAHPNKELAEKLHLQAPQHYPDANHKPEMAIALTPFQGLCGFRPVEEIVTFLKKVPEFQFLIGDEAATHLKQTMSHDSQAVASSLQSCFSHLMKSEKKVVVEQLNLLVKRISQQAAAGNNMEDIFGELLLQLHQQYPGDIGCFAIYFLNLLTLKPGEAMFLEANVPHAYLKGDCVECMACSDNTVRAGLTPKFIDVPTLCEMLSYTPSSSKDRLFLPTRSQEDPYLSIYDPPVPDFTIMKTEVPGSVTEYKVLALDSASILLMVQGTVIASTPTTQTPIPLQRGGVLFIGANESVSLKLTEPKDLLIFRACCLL
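Material: human phosphomannose isomerase with PGI, G6PDH, diaphorase coupling enzymes. Quantity: 15 ng/mL PMI. Medium: HEPES pH 7.4 buffer with MgCl2 and Tween-20. Reagent: Near-saturating mannose-6-phosphate, 1.0 mM. Compound: 20 µM single dose. Times: enzyme reaction with compound 20 min at room temperature. Detection: resorufin fluorescence at Ex 544/Em 590 nm.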
TNAP act hi DEA – TNAP activators at high phosphate acceptor level, primary screen, biochemical, luminescence, uHTS; purified TNAP, CDP-star luminescence, 1 M DEA, 30 min; stronger effect = higher value; 0 = EDTA background, 1 = DMSO-only activity; activation factor at 20 µM; 200,000 tested, under 10 active; AID 1136, 2008;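 active = activation factor at least 2 at 20 µM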
Target sequence (P05186 whole entry, looked up): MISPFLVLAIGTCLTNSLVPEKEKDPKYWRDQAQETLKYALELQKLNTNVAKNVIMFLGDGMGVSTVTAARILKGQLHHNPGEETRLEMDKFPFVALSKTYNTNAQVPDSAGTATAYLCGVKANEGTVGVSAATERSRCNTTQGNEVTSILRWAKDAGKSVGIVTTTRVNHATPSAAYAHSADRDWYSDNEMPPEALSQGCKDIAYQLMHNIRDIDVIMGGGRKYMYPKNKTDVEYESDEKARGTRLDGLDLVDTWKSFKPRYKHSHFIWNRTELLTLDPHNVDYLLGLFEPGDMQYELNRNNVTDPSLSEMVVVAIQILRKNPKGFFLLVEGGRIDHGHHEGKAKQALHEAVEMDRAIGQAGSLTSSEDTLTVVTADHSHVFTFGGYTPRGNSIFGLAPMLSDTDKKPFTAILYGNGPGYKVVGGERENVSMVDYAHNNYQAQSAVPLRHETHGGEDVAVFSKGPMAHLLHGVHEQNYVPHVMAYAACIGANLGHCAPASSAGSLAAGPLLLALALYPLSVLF
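system = human TNAP | amount = enzyme diluted 1/800 final | reagent = 100 µM CDP-star substrate | signal = luminescent substrate turnover signal | dosing = one dose, 20 µM | benchmarks = EDTA negative control, DMSO positive control | measure = activation factor | timing = 30 min reaction, room temperature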
PMI act – activators of human PMI, primary screen, biochemical, fluorescence intensity, near-Km mannose 6-phosphate; Mannose-6-phosphate isomerase (Homo sapiens), P34949; purified human PMI, coupled resazurin fluorescence, 20 min; stronger effect = higher value; 1 = vehicle control, 0 substrate-free wells; activation factor at 20 µM; 190,000 tested, 0.005% active; AID 1214, 2008;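 active = activation factor of 2 or more at 20 µM, relative to plate controls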
bIAP activator – bovine intestinal alkaline phosphatase activators, primary screen, biochemical, bovine IAP, CDP-star luminescence | alkaline phosphatase, intestinal [Bos taurus] | purified bovine IAP, 30 min; stronger effect = higher value; fold of DMSO-control signal, blank-subtracted | activation factor at 20 µM | 200,000 tested, 0.17% active | AID 1016, 2008;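 active = activation factor of 2 or more at 20 µM, a signal rise over negative controls twice the positive control's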
FLuc inh counter – firefly luciferase enzyme inhibitors, primary screen, artefact control for luciferase-based inhibitor screens, biochemical, luminescence, ATPLite; Luciferin 4-monooxygenase (Photinus pyralis), P08659; 200,000 tested, 1.5% active; 10 min; inhibition, % at 10 µM;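 active = inhibition above about 50% when tested at 10 µM, limit read from the data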
APP 5'UTR act – activators of APP 5'UTR luciferase reporter, primary screen, SH-SY5Y cells. 190,000 tested, 1% active. SH-SY5Y APP 5'UTR luciferase reporter, luminescence; zero percent = DMSO vehicle wells. AID 1276, 2008. activation, % at 2 µM;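 active = activation above a set limit, based on mean plus 3 SD of controls, cut at about 140% in these data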; note: values of inactives mirror those of a sister screen read the other way
TNAP inh no acc – human TNAP enzyme inhibitors, primary screen, biochemical, luminescent, no phosphate acceptor, uHTS. Alkaline phosphatase, tissue-nonspecific isozyme (Homo sapiens), P05186. purified TNAP, CDP-star luminescence, 30 min. inhibition, % at 20 µM. 200,000 tested, 0.26% active. AID 1012, 2008;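 active = tissue-nonspecific alkaline phosphatase inhibition above about 50% at 20 µM in the single-dose screen, limit read from the data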;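 note: 0% = DMSO negative control and 100% = EDTA positive control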
TNAP inh hi DEA – human TNAP enzyme inhibitors, primary screen, biochemical, luminescent, high phosphate acceptor level, uHTS; Alkaline phosphatase, tissue-nonspecific isozyme (Homo sapiens), P05186; purified TNAP, CDP-star luminescence, 1 M DEA; inhibition, % at 20 µM; 200,000 tested, 0.03% active;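 active = over 50% inhibition of tissue-nonspecific alkaline phosphatase at 20 µM in the single-dose screen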;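 note: plate controls were DMSO wells for no effect and EDTA-quenched wells as full inhibition for full effect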
Numbers without * were called inactive; . = no result given; & = joins results of further samples.

SMILES	FLuc stim CS	NF-kB neuron act	PMI act hi M6P	TNAP act hi DEA	PMI act	bIAP activator	FLuc inh counter	APP 5'UTR act	TNAP inh no acc	TNAP inh hi DEA
COc1ccccc1N(CC(=O)NCCC1=CCCCC1)S(=O)(=O)c1ccccc1	1	0.83	1	1	1	1	-3	-14	-10	-5
N#Cc1cc(N)c(Nc2ccccc2)cc1C#N	1.1	1	0.9	1.1	0.9	0.9	-6	5	-12	-5
O=C(CSc1nc2cc3c(cc2c(=O)n1CCC1=CCCCC1)OCO3)NCc1ccco1	1.1	1.1	1	1.1	1	1	-9	4	1	-6
CCCn1c(=O)c2c(nc3n2CCS3)n(C)c1=O	1.1	1.1	1.1	1	1	1.1	-8	12	-14	-4
CNC(=O)CS(=O)CC(=O)Nc1cc(OC(C)C)c(Cl)cc1Cl (stereo not given)	1	0.88	1	1.1	0.9	0.9	-4	11	-8	-5
CC1CCCC(NC(=S)NC(=O)c2ccccc2Br)C1C (stereo not given)	1	1.4	1	1	0.8	0.8	-2	2	-6	-2
COCCn1nnnc1C(c1cc2cc(C)ccc2[nH]c1=O)N1CCCCCC1 (stereo not given)	1.1	1.1	1.3	1	1	1.1	-9	8	6	-1
O=C(NCCc1ccccn1)C1CCN(S(=O)(=O)c2ccc3ccccc3c2)CC1	1	0.99	1	1.1	1.1	1.1	-4	-3	-14	-7
O=C(Cn1cnc([N+](=O)[O-])n1)N/N=C/c1ccc2ccccc2c1	1	0.92	0.9	1	0.8	0.8	-2	7	2	0
O=C(NCCCN1CCOCC1)C1(c2ccccc2)CCOCC1	1.1	1.2	1	1	1	1.1	-5	-6	-10	-3
O=C(CSc1ccccn1)Nc1nc2ccccc2s1	1	1.9	1	1	1	1.1	-3	1	-10	0
CN(C)S(=O)(=O)c1cccc(NC(=O)COC(=O)CCOc2ccccc2)c1	1	1	1	1	1	0.8	-1	-2	-9	-4
CCCCOCCCNC(=O)c1ccc2c(c1)OCO2	1	1.2	0.9	1	1	0.9	-1	-13	-13	-5
Cc1ccc(S(=O)(=O)Nc2c(C)n(C)n(-c3ccccc3)c2=O)cc1C(=O)OCC(=O)N1CCCC(C)C1 (stereo not given)	1	1	0.9	1.1	0.9	1	0	2	-10	-5
O=C(O)Cn1c(SC2CCCCC2)nc2ccccc21	1	1.1	1	1	1	0.9	-3	8	-10	0
Cc1nc2ccccc2c(=O)n1NC(=O)C1CC1C (stereo not given)	1	1.2	1	1	1.1	1.1	1	13	-2	-2
CCc1ccccc1NC(=O)c1cc2sccc2n1C	0.9	1.2	1.1	1	1.1	0.9	6	10	-14	0
CCOC(=O)N1CCN(C(=O)CCn2nc(-c3ccccc3)ccc2=O)CC1	1	0.88	1.1	1	1	1	-2	-4	-8	-3
CN(C)CCN1C(=O)C(O)=C(C(=O)c2cc3ccccc3o2)C1c1cccc(Br)c1 (stereo not given)	1	0.91	0.9	1	1	0.9	-4	2	15	-2
Cc1cc(C)n2nc(C(=O)NC3CCCc4ccccc43)nc2n1 (stereo not given)	1	1.1	0.9	1.1	1.1	1.1	-5	31	-10	-7
N#Cc1c(NC(=S)NC(=O)c2ccccc2)sc2c1CCN(CCc1ccccc1)C2	1.1	0.85	2.2*	0.9	1.6	1.3	-8	16	10	12
O=C(NCCCN1CCOCC1)C(=O)N/N=C/c1ccc(F)cc1	1	1.6	1.1	1.1	1	1	-1	10	-5	-5
Cc1ccc(CN2CCN(Cc3ccc(C)s3)CC2CCO)cc1 (stereo not given)	1.1	.	1.1	1.1	1	1.1	-6	8	-7	-6
CC(=O)NCC(=O)OCC(=O)c1ccc(C)cc1	1.1	1.2	1	1.1	1	0.9	-6	.	4	-5
CCCN(Cc1ccccc1)C(=S)NC(=O)c1ccccc1[N+](=O)[O-]	1.1	1.2	1	1	0.9	1.1	-6	0	-15	-4
COc1ccc(C)cc1NC(=O)NCc1ccccc1F	0.3	1.4	0.9	1	0.9	1	68*	15	-7	-2
Cc1nn(-c2ccc(Cl)cc2)c(Cl)c1/C=C(\C#N)C(N)=O	1	1.3	0.9	1	0.8	0.9	-5	-2	-1	1
Cc1nnc2ccc(-c3cccc(NC(=O)c4ccc(Br)o4)c3)nn12	1	0.5	1	1	1.1	1	-2	4	-6	-1
Cc1cccc(Cn2c(=O)c3c(nc4n3CCCN4Cc3ccccc3)n(C)c2=O)c1	1	0.38	0.9	1	1	1	-4	5	-3	-4
OCCC1CN(Cc2cccc(O)c2)CCN1CCc1ccccc1 (stereo not given)	1.1	0.89	1	1	1	1.1	-8	-1	-6	-3
Cc1ccc2[nH]c(=O)c(CN(CCc3ccccc3)C(=O)N3CCOCC3)cc2c1	1	1.1	1	1	1	0.9	-3	-14	-3	-4
CCN(CC)S(=O)(=O)c1ccc2[nH]cc(C(=O)NCCc3ccc(OC)c(OC)c3)c(=O)c2c1	1.1	0.72	0.8	1	0.8	0.9	-8	7	-15	-4
CCOc1[nH]n(-c2ccccc2)c(=O)c1C=Nc1ccc(C)cc1	1	1.1	1.1	1.1	1.2	1	-1	26	-12	-5
Cc1c(NC(=O)CN2C(=O)c3ccccc3C2=O)c(=O)n(-c2ccccc2)n1C	1	1	0.9	1	0.9	1	0	4	-8	-4
CCN1CCN(c2ncnc3c2nnn3Cc2ccccc2)CC1	1	1.1	1	1.1	1	1	1	0	-8	-5
Cc1ccc(-c2cc(C(=O)Nc3ccc(S(=O)(=O)Nc4nccs4)cc3)c3ccccc3n2)c(C)c1	1	1.3	1	1	0.8	1.4	-5	0	-24	-3
CCOC(=O)c1ccc(NC(=O)COc2ccc(S(=O)(=O)NC(C)CC)cc2)cc1 (stereo not given)	1	1.3	1	1.1	1	1	2	0	-3	-6
CNc1nc(SCc2ccc(C)cc2)nc2c1CCCC2	1	1.2	0.8	1	0.8	0.9	-1	10	-3	-2
CCOC(=O)c1c(NC(=O)CC)sc(C(=O)N2CCCCC2)c1C	1	1.1	1	1.1	1	0.9	-4	-17	-21	-7
CCOC(=O)c1c(/N=C/c2ccc(C)cc2O)sc2c1CCC2	1.1	0.93	0.9	1	0.9	0.9	-6	1	14	-1

Four entries out of the list above, arranged by the value under PMI act, low to high:
SMILES	FLuc stim CS	NF-kB neuron act	PMI act hi M6P	TNAP act hi DEA	PMI act	bIAP activator	APP 5'UTR act	TNAP inh no acc	TNAP inh hi DEA
Cc1ccc(-c2cc(C(=O)Nc3ccc(S(=O)(=O)Nc4nccs4)cc3)c3ccccc3n2)c(C)c1	1	1.3	1	1	0.8	1.4	0	-24	-3
CCOC(=O)c1c(/N=C/c2ccc(C)cc2O)sc2c1CCC2	1.1	0.93	0.9	1	0.9	0.9	1	14	-1
CCN1CCN(c2ncnc3c2nnn3Cc2ccccc2)CC1	1	1.1	1	1.1	1	1	0	-8	-5
CCOc1[nH]n(-c2ccccc2)c(=O)c1C=Nc1ccc(C)cc1	1	1.1	1.1	1.1	1.2	1	26	-12	-5

Later entries
SMILES	FLuc stim CS	NF-kB neuron act	PMI act hi M6P	TNAP act hi DEA	PMI act	bIAP activator	FLuc inh counter	APP 5'UTR act	TNAP inh no acc	TNAP inh hi DEA
O=[N+]([O-])c1cc(C(F)(F)F)cc([N+](=O)[O-])c1NCCCNc1ccc([N+](=O)[O-])c2cccnc12	1	0.99	0.7	0.9	0.9	1	-4	6	4	14
CCOc1ccc(NS(=O)(=O)c2ccc3c(c2)CCN3C(=O)CCC(=O)O)cc1	1	0.96	0.9	1	0.9	1	-4	-6	-7	-2
O=C(Cc1cc(=O)[nH][nH]1)N/N=C/c1cccc(Cl)c1Cl	1&1.1	1.3&0.98	1.1&1	1&1	1.1&1	1.2&1.4	-4&-8	0&-2	-11&-1	1&-1
CC(C)CNc1nc(Oc2ccc(=O)n(-c3ccccc3)n2)nc(N2CCOCC2)n1	1.1	0.9	1	1	1	0.9	-6	3	-7	0
CCOC(=O)C(C)c1nn(C)c(=O)c2ccccc12 (stereo not given)	1	0.99	0.9	1.1	1	1	-1	-2	-19	-9
C=CCn1c(O)c(N=Nc2nc3ccccc3c(=O)n2-c2ccccc2)c2ccccc21	1.1	1.4	1.1	1	1	1	-5	-6	24	1
CCNc1nc(Oc2ccc(F)cc2)cc(C(F)(F)F)n1	1	1.1	1	1	1	1	-4	5	-10	-5
Cc1ccccc1C(=O)N/N=C1/SCC(=O)N1Cc1ccc2c(c1)OCO2	1.1	1.3	1	1	0.9	0.9	-6	-14	-13	-4
COC(=O)c1cc(N=CC2=C(O)CC(C)(C)CC2=O)cc(C(=O)OC)c1	1.1	1.1	1.3	1	1.2	1.1	-11	8	-1	-2

Quoted at random: seven records from the list.
SMILES	FLuc stim CS	NF-kB neuron act	PMI act hi M6P	TNAP act hi DEA	PMI act	bIAP activator	FLuc inh counter	APP 5'UTR act	TNAP inh no acc	TNAP inh hi DEA
Cc1nnc2ccc(-c3cccc(NC(=O)c4ccc(Br)o4)c3)nn12	1	0.5	1	1	1.1	1	-2	4	-6	-1
Cc1nc2ccccc2c(=O)n1NC(=O)C1CC1C (stereo not given)	1	1.2	1	1	1.1	1.1	1	13	-2	-2
CCc1ccccc1NC(=O)c1cc2sccc2n1C	0.9	1.2	1.1	1	1.1	0.9	6	10	-14	0
C=CCn1c(O)c(N=Nc2nc3ccccc3c(=O)n2-c2ccccc2)c2ccccc21	1.1	1.4	1.1	1	1	1	-5	-6	24	1
Cc1nn(-c2ccc(Cl)cc2)c(Cl)c1/C=C(\C#N)C(N)=O	1	1.3	0.9	1	0.8	0.9	-5	-2	-1	1
O=C(NCCc1ccccn1)C1CCN(S(=O)(=O)c2ccc3ccccc3c2)CC1	1	0.99	1	1.1	1.1	1.1	-4	-3	-14	-7
Cc1ccc(-c2cc(C(=O)Nc3ccc(S(=O)(=O)Nc4nccs4)cc3)c3ccccc3n2)c(C)c1	1	1.3	1	1	0.8	1.4	-5	0	-24	-3
